High-throughput results deposited in PubChem by The Scripps Research Institute Molecular Screening Center.
S1P3 antag: S1P3 receptor antagonists, primary screen, cell-based. Sphingosine 1-phosphate receptor 3 (Homo sapiens), Q99500. CHO S1P3 NFAT-BLA reporter, FRET fluorescence, antagonist mode. inhibition, % at 4.98 µM. 170,000 tested, 0.27% active. AID 485, 2006;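 active = inhibition above the plate cutoff, the mean inhibition of test wells on that plate plus 3 SD, cut at about 28% in these data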;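 also: cells challenged with S1P at its EC80 of 0.8 µM; blue over green emission ratio from cleaved BLA substrate after 4 h stimulation; 0% = S1P-stimulated wells and 100% = unstimulated DMSO-only wells; some compounds past the cut are filed as inactive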
Target sequence (Q99500 whole entry, looked up): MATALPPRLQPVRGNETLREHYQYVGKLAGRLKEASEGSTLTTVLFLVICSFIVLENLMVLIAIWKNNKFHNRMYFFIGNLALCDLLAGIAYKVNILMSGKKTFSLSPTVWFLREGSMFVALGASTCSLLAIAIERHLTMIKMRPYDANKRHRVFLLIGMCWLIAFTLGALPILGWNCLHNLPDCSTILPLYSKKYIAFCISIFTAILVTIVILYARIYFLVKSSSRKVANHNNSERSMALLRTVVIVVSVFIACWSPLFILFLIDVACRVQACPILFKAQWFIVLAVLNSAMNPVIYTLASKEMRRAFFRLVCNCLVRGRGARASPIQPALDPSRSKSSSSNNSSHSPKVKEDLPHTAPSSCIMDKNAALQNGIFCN
* = called active by the depositor. These rows are one share of the data. The share of hits here may be higher or lower than overall.

Preview (2 entries):
S1P3 antag	Structure
-6	O=C(/C=C/c1ccc(Br)o1)Nc1nnc(C2CC2)s1
2	CCC(=O)N(C)CCc1cc2c(c(OC)c1/C=N/NC(=O)[C@H]1C[C@@H]1c1ccccc1)OCO2

All compounds of this part, from the first entry:
S1P3 antag	Structure
-6	O=C(/C=C/c1ccc(Br)o1)Nc1nnc(C2CC2)s1
2	CCC(=O)N(C)CCc1cc2c(c(OC)c1/C=N/NC(=O)[C@H]1C[C@@H]1c1ccccc1)OCO2
-8	O=C(O)C#Cc1cccc2ccccc12
3	CCn1c2ccccc2c2c3ncc4cccn4c3ccc21
-7	CC(=O)c1ccc(N=Nc2ccc(N)cc2)cc1
-8	COc1cccc(CNC(=O)CN(C)S(=O)(=O)c2cccc3cccnc23)c1
12	COc1ccc(C(=O)CNc2ccc(C)cc2C)cc1
-21	Cc1nn(-c2ccccc2)c(Cl)c1/C=N/Nc1nncc(=O)[nH]1
1	C/C(=N/Nc1nc(-c2ccccc2F)nc2ccccc12)c1ccccc1O
-7	Cc1ccc(C(=O)N[C@H](C(=O)OCC(=O)Nc2cccc(S(N)(=O)=O)c2)C(C)C)cc1
-7	O=C(NNS(=O)(=O)Cc1ccccc1)c1ccc([N+](=O)[O-])cc1
-4	Cc1ccnn1CC(=O)N/N=C/c1ccc([N+](=O)[O-])s1
-6	O=C(NCc1ccc(Cl)cc1)c1ccc(CNc2c(N3CCOCC3)c(=O)c2=O)cc1
7	Cc1ccc2nc(/N=C(\N)NC(=O)NC3CCCCC3)nc(C)c2c1
9	COc1ccc(Nc2oc(-c3ccc(OC)cc3)nc2C#N)cc1
-11	c1ccc(-n2ncc3c2ncn2c(CSc4nc5ccccc5s4)nnc32)cc1
0	CC(C)C[C@H](NC(=O)CCn1nnc2ccccc2c1=O)C(=O)O
2	CCOC(=O)c1sc(CS(=O)(=O)c2ccc(Cl)cc2)nc1C
-12	Cn1cccc1CC(=O)N/N=C/c1ccco1
7	Nc1ccc(N2CCCCC2)c(S(=O)(=O)Nc2ccc(Cl)cc2)c1
-16	Cc1ccccc1NC(=S)N/N=C/c1ccc(O)cc1O
12	CCCc1cc(=O)[nH]c(SCC(=O)NC2CCCc3ccccc32)n1 (stereo unspecified)
6	N#Cc1ccc(NC(=O)Nc2ccc(Oc3ccc(NC(=O)Nc4ccc(C#N)cc4)cc3)cc2)cc1
5	N=C1/C(=C\c2coc3ccc(O)cc3c2=O)C(=O)N=C2SC=CN12
-6	COC(OC)c1nc(SCC(=O)Nc2cccc(Cl)c2)ncc1C(=O)O

Sorted by heavy-atom count (ascending): part of the list above.
S1P3 antag	Structure
-4	Cc1ccnn1CC(=O)N/N=C/c1ccc([N+](=O)[O-])s1
-21	Cc1nn(-c2ccccc2)c(Cl)c1/C=N/Nc1nncc(=O)[nH]1
9	COc1ccc(Nc2oc(-c3ccc(OC)cc3)nc2C#N)cc1
7	Cc1ccc2nc(/N=C(\N)NC(=O)NC3CCCCC3)nc(C)c2c1
-6	COC(OC)c1nc(SCC(=O)Nc2cccc(Cl)c2)ncc1C(=O)O
-6	O=C(NCc1ccc(Cl)cc1)c1ccc(CNc2c(N3CCOCC3)c(=O)c2=O)cc1
6	N#Cc1ccc(NC(=O)Nc2ccc(Oc3ccc(NC(=O)Nc4ccc(C#N)cc4)cc3)cc2)cc1

Continued.
S1P3 antag	Structure
-3	Cc1cc(Cl)c2ccc(Cl)cc2n1
16	O=C(CSC1=NNC(c2ccccn2)S1)Nc1ccc(C(F)(F)F)cc1 (stereo unspecified)
1	Cc1ccc(-n2cnc3c(sc4nc(N5CCOCC5)c5c(c43)CCCC5)c2=O)cc1
-9	O=c1cc(CSCc2ccc(Cl)cc2)[nH]c(=O)[nH]1
0	CN(C)S(=O)(=O)c1cccc(C(=O)Nc2ccc(N3CCOCC3)cc2)c1
3	CC(C)(C)N/C=C(\C#N)S(=O)(=O)c1ccc(Br)cc1
-3	COc1ccc(Cc2n[nH]c(=S)n2NC(=O)Nc2ccc(Cl)c(Cl)c2)cc1
-2	CC(=O)OCC(OC(C)=O)C(OC(C)=O)C(OC(C)=O)C(=O)Nc1cccc(C)c1 (stereo unspecified)
13	COc1ccccc1/C=C/C=N/n1c(-c2ccco2)n[nH]c1=S
1	Cn1cnnc1Sc1ccc(/C=C(\CC(=O)O)c2nc3ccccc3s2)cc1[N+](=O)[O-]
7	Nc1c(Cl)c(Cl)nc(C(=O)N/N=C/c2cccnc2)c1Cl
7	COc1ccccc1OCC(O)CNCc1ccc2c(c1)OCO2 (stereo unspecified)
3	Cc1cc(NC(=O)c2cc(C(C)(C)C)oc2C)no1
3	O=S(=O)(Nc1cccc(CCc2ccccn2)c1)c1cc(Cl)ccc1Cl
-3	CC1(C)c2ccccc2-c2nc3ccccc3cc2C1O (stereo unspecified)
0	CNC(=S)N(Cc1ccccc1)Cc1cccnc1
-6	COc1cc(OC)nc(/N=C/NO)n1
-9	COc1ccc(CCN2CC(C(=O)NCc3ccc(F)cc3)CC2=O)cc1OC (stereo unspecified)
6	O=C(NNc1c2ccccc2nc2ccccc12)C12CC3CC(CC(C3)C1)C2
11	FC(F)Oc1ccc(-n2cc(-c3ccc(Cl)cc3)[n+]3c2CCCCC3)cc1
9	NS(=O)(=O)c1ccc(CCNCC(=O)N2CCC(Cc3ccccc3)CC2)cc1
-14	O=C(O)c1ccccc1C(=O)N1CCc2c([nH]c3ccccc23)C1C(F)(F)F (stereo unspecified)
18	COc1ccc(CCNC2=NCCS2)cc1OC
-2	O=S(=O)(c1ccc(N2CCOCC2)nc1)N(Cc1ccccn1)Cc1ccccn1
13	O=C(O)Cc1ccc(Nc2cnn(C34CC5CC(CC(CC(=O)O)(C5)C3)C4)c(=O)c2Cl)cc1

Other results follow:
S1P3 antag	Structure
-9	O=C1Nc2ccccc2N=C(c2ccccc2)c2ccccc21
-7	OCCCNc1nc(-c2ccccc2)nc2c1oc1ccccc12
7	CCOC(=O)Cn1c(=O)oc2cc(S(=O)(=O)N(C)c3cccc(C)c3)ccc21
-10	Cn1c(=O)c2c(ncn2CC(O)CNc2ccc(F)cc2)n(C)c1=O (stereo unspecified)
-3	O=C(O)CCCC(=O)Nc1ccc(Oc2cccc(C(F)(F)F)c2)nc1
3	CCOC(=O)CN(C(=O)COc1nc(C)cc(C)c1C#N)c1cccc(Cl)c1
3	CCOC(=O)C1=NNC2(c3ccc(C)cc3)C(=O)N(c3ccccc3)C(=O)C12 (stereo unspecified)
-2	COc1ccc(CCN2C(=NC(=O)CC(C)C)SC3CS(=O)(=O)CC32)cc1OC (stereo unspecified)
2	Cc1ccn2cc(CCNC(=O)COc3ccccc3)nc2c1
-6	CC(=O)NC(C)CCc1ccccc1 (stereo unspecified)
0	Cn1c(C(=O)N2CCc3ccccc32)cc2c(=O)n3ccccc3nc21
-7	Cc1nc2ccccc2nc1N1CCCC1
1	O=C(NC(=O)c1c(F)cccc1F)Nc1ccccc1SC(F)F
-5	COC(=O)/C(=C\C(=O)c1ccc([N+](=O)[O-])cc1)Nc1ccc(OC)cc1
3	Nc1c(C=C2C=CC(=O)C=C2)c(=O)nc2snc(SCc3ccccc3)n12
-2	Cc1c(C(=O)NCCSCc2c(F)cccc2Cl)cnn1-c1ccc(Cl)cc1
9	COc1ccc(CN(Cc2cccn2C)S(=O)(=O)c2ccc(C)cc2)cc1
3	CCOC(=O)/C(C#N)=C/C=C1/C=CC=CN1C
-4	CCOc1ncccc1C(=O)OCC(=O)Nc1ccc(C(N)=O)cc1
5	Cc1ccc(C)n1CCN1CCN(S(=O)(=O)c2ccc(F)cc2F)CC1
-8	Cc1nsc(N)c1C(=O)O
-10	S=C(NCCc1ccccn1)NC1CC2CCC1C2 (stereo unspecified)
12	N#CCc1c(C#N)c(N)nc(Nc2ccccc2)c1C#N
-3	CSc1nc(Cl)cc(=O)[nH]1
1	CC1CC(=O)Nc2cc([N+](=O)[O-])ccc2N1 (stereo unspecified)

(list continues)
S1P3 antag	Structure
-8	NC(=S)N/N=C/c1c(O)c(Br)cc2oc3c(c12)CCCC3
2	Cn1c(SCc2ccccn2)nc2c1c(=O)[nH]c(=O)n2C
0	CCN(CC)S(=O)(=O)c1cccc(-c2csc(C)n2)c1
2	O=C(O)Cc1ccc(NC(=S)Nc2ccc(Br)cc2Cl)cc1
-8	CNc1nc(-c2ccc3c(c2)CCN3C(=O)c2cccc(F)c2)cs1
28	Cc1ccc(N2CC(=O)N(NC(=O)Nc3ccc(Cl)c(Cl)c3)CC2=O)cc1
0	CCCCCCc1cc2cc(C(=O)OCC)c(=O)oc2cc1O
9	CCCC(=O)Nc1c(-c2ccccc2)c(=O)c(C)nn1-c1ccc(C)cc1
4	Cn1c(C(O)c2ccc(Br)cc2)nc(Cl)c1Cl (stereo unspecified)
19	Cc1ccc(-n2ncc3c(N4CCCC(C)C4)ncnc32)c(C)c1 (stereo unspecified)
-11	CCOC(=O)NC(=O)c1cn(Nc2ncc(C(F)(F)F)cc2Cl)c(=O)[nH]c1=O
-3	Cc1ccc(-n2cc(CN3CCNC(=O)CC3)c(-c3ccc(F)cc3)n2)cc1
-22	CCn1c(NC(=O)c2ccccc2F)c(-c2cccs2)c(=O)c2ccccc21
8	CC1(C)C2([N+](=O)[O-])CN3CC1([N+](=O)[O-])CN(C2)C3C(O)C(O)C(O)CO (stereo unspecified)
3	COc1ccc(Cn2c(C3CCCCC3)nc3c(c(=O)c4ccccc4n3C)c2=O)cc1
-16	O=C(Cn1nnc(-c2ccc(NC(=O)c3ccccc3F)cc2)n1)NCc1ccc(F)cc1
2	COc1cc(/C=N/NC(=O)c2cc(-c3ccccc3)sc2N)cc(OC)c1OC
-19	O=C(COc1ccc(-n2ccnc2)cc1)Nc1cccc(F)c1
3	CC(C)CC(=O)NC(=S)Nc1ccc(CN2CCOCC2)cc1
10	Cc1ccc(/C=N/NC(=O)CN2CCN(Cc3ccccc3)CC2)o1
-8	O=C(c1ccc(Cl)cc1Cl)N1CCSCC1
-5	CCc1nn(C)c2c(=O)c(=O)c2n(C)[nH]1
-1	O=C(CCN1C(=O)C2CCCCC2C1=O)Nc1nc(-c2ccccc2)cs1 (stereo unspecified)
5	CN(C)c1ccc(C(=O)OCC(=O)Nc2ccc(N3CCOCC3)cc2)cc1
-9	CCN(CC)C(=O)C12C(=O)Oc3ccccc3C1C2(C)C(=O)c1ccc(F)cc1 (stereo unspecified)

Next compounds:
S1P3 antag	Structure
-6	Nc1nnc(CC(=O)N/N=C/c2ccc([N+](=O)[O-])cc2)s1
6	COc1cccc(C(=O)C(C#N)=C(SC)SC)c1
-2	COC(=O)c1c(C)oc(C)c1S(=O)(=O)NCc1ccco1
4	COc1cc(C(=O)C(=O)c2ccc(O)c(OC)c2)ccc1O
2	O=C(/C=C/c1cccnc1)c1ccccc1O
1	Cc1cc(C)n2nc(C(=O)N/N=C/c3ccccc3C)nc2n1
2	NC(=O)C1CCN(C(=O)Nc2csc3ccccc23)CC1
-6	O=C(O)CCC(=O)Nc1ccc(Br)cc1C(=O)c1ccccc1
-7	Cn1nnnc1SCC(=O)Nc1ccc(Cl)c(S(=O)(=O)N2CCOCC2)c1
-12	Cc1c(C(=O)Nc2cc(S(=O)(=O)N3CCOCC3)ccc2N2CCN(C)CC2)oc2ccccc12
11	O=C1CN(C(=O)COC(=O)c2cc(S(=O)(=O)N3CCOCC3)ccc2Cl)c2ccccc2N1
0	CCN(CC)CC(=O)Nn1c(C)nc2c(ncn2-c2ccccc2)c1=O
3	Nc1nc(-c2ccccc2)c(-c2ccccc2)o1
10	COc1ccc(C(=O)O/N=C(\N)c2ccccn2)c(OC)c1
-2	O=C(COc1ccc(Br)cc1)NCc1cn2ccccc2n1
3	CC(=O)/C(=N/Nc1ccccc1[N+](=O)[O-])N1CCCc2ccccc21
-4	N#Cc1cccnc1Oc1ccccc1
-6	O=C(CSc1nnc(SCc2ccccc2Cl)s1)N/N=C/c1ccc(C(=O)O)cc1
17	CCOC(=O)C1=C(N)n2c(s/c(=C\c3cccnc3)c2=O)=C(C#N)C1c1cccnc1 (stereo unspecified)
-3	Cc1ccccc1-c1nc(P(=O)(c2ccccc2)c2ccccc2)c(N2CCOCC2)o1
5	O=C(NC(=O)c1cc(OCC(F)(F)F)ccc1OCC(F)(F)F)Nc1ccccc1
-5	FC(F)(F)COc1ccc(-c2nnc(SCc3ccccc3)o2)cn1
-8	CCOCCCNC(=S)Nc1ccc(Br)cc1Cl
0	CC1(C)CC2(CCO1)C(Nc1ccccc1)=NC(=S)N2CC(N)=O (stereo unspecified)
-6	COc1ccc(-c2noc(C3CCCN(C(=O)c4ccccc4)C3)n2)cc1 (stereo unspecified)

(list continues)
S1P3 antag	Structure
7	CC(=O)Nc1cccc(Oc2nc(-c3ccccn3)nc3ccccc23)c1
-12	FC(F)(F)Oc1ccc(NC(=S)Nc2ccc(OC(F)(F)F)cc2)cc1
-2	CC(=O)Cc1cc(O)c2ccccc2c1OC(=O)c1ccc(Br)cc1
-5	C=C1C(C(=O)Nc2ccccc2)C1C(=O)Nc1ccccc1 (stereo unspecified)
7	O=C(CN1C(=O)COc2ccc(S(=O)(=O)N3CCOCC3)cc21)NCc1ccco1
-6	Cc1ccc(NCC(=O)N/N=C/c2ccc(C(=O)O)cc2)cc1
6	C=CCNC(=O)CSc1ncc2c(n1)-c1c(csc1SC)CC2
-8	CCc1nnc(NC(=O)c2cc(-c3ccncc3)nc3ccccc23)s1
-10	CN1CCN(c2nc(Nc3ccccc3)nc(N)c2[N+](=O)[O-])CC1
-6	Cc1ccc(NC(=O)C2CC(=O)Nc3ncnn32)c(C)c1 (stereo unspecified)
-9	Clc1nc2ccccc2nc1-c1ccccc1
2	CN(C)c1nc(=NCc2ccco2)ss1
-6	CSC1=N/C(=C/c2ccc(-n3cncn3)cc2)C(=O)N1
3	N#Cc1c(-c2cccs2)nc(SCC(=O)c2ccc(Br)cc2)[nH]c1=O
1	COC(=O)c1sc(-c2ccc(C(C)(C)C)cc2)cc1NC(=O)COCC(=O)O
